# High-throughput results from PubChem.
# Rat MKP-3 inhibitors – MKP-3 phosphatase inhibitors, primary screen, biochemical, rat enzyme, in vitro (AID 425); one-dose inhibition, % at 20 µM; IC50 in µM for titrated hits; Dual specificity protein phosphatase 6 (Rattus norvegicus); 110,000 compounds, 0.17% hits; recombinant MKP-3 phosphatase activity, fluorescence; higher % means a stronger effect; in the data active means inhibition above about 50%;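 further: plate controls were vehicle for no effect and reference inhibitor for full effect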
# Hsp70 inhibitors – Hsp70 inhibitors, probe displacement, primary screen, biochemical, fluorescence polarization (AID 583). Hsp70 fluorescence polarization probe displacement, mP; higher % means a stronger effect. 140,000 compounds, 0.06% hits. displacement, % at 20 µM; hits with a dose series show IC50 in µM. Heat shock 70 kDa protein 1A (Homo sapiens); in the data active means displacement above about 50%;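 further: plate controls were vehicle for no effect and reference ligand for full effect; a part of the inactive calls stands beside numbers as strong as those of hits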
# Active calls of the source: *; x = not tested or not shown; & = joins results of further samples. A portion of the library, so the mix of outcomes need not match the whole.
Rat MKP-3 inhibitors,Hsp70 inhibitors,mol
3.9%,-1.8%,COc1ccc(N2C(=O)CC(N(CCc3ccccc3)C(=S)Nc3ccccc3)C2=O)cc1 (stereo not drawn)
-14.0%,2.8%,Cc1c(C(=O)N2CC(C)OC(C)C2)sc2nc(-c3ccc(F)cc3)cn12 (stereo not drawn)
x,4.1%,CC1CCN(C(=O)COC(=O)[C@H](C)NS(=O)(=O)/C=C/c2ccccc2)CC1
3.4%,-1.6%,Cc1cccc(C(=O)N(C(=O)c2cccc(C)c2)c2ncccc2C)c1
x,0.1%,CCOc1cc(-n2nc(C)c(C#N)c2N)nc(SC)n1
x,7.3%,CCCCCCC(=O)N(O)C1CC(=O)N(c2ccc(C)cc2)C1=O (stereo not drawn)
-8.9%,-3.2%,CCOC(=O)CCCn1c(C)nc(=O)c(-c2ccccc2)c1C
2.6%,-1.0%,Brc1c(NC2=NCCN2)ccc2nccnc12
-1.7%,0.4%,CC(C)C(=O)Nc1ccc(Br)c(NC(=O)c2ccccc2)c1
45.0%,6.0%,O=C(/C=C/c1ccc(O)cc1)c1ccc(NC2=C(N3CCCCC3)C(=O)c3ccccc3C2=O)cc1
3.3%,2.3%,Cc1ccc(C)c(-n2c(Cc3cc(=O)[nH]c(=O)[nH]3)nnc2SCC(=O)NCC2CCCO2)c1 (stereo not drawn)
0.3%,10.1%,Cc1ccc(NCC(=O)N/N=C\c2c(Br)cc(Br)c(O)c2Br)cc1
-0.7%,0.1%,Cc1sc2ncnc(OCC(=O)NCc3cccs3)c2c1C
-5.1%,-7.9%,CN(C)CCC=C1c2ccccc2CCc2ccccc21
-13.9%,-6.1%,O=C(O)CCC(=O)Nc1nnc(C(F)(F)F)s1
-0.5%,-1.8%,Clc1ccc(SCCc2ccncc2)cc1Cl
-1.0%,-0.4%,CCCC(C)C1C(C#N)=C(N)Oc2cc(C)oc(=O)c21 (stereo not drawn)
1.1%,-0.6%,CCOC(=O)N1CCN(Cc2nc3c(c(=O)n(C)c(=O)n3C)n2Cc2cc(C)ccc2C)CC1
-3.4%,-0.6%,COC(=O)c1ccccc1NC(=O)CN(c1ccc(OC)c(Cl)c1)S(C)(=O)=O
1.8%,6.0%,Nc1ccc2c(C(F)(F)F)cc(=O)oc2c1
1.2%,1.4%,Cc1cc(NC(=O)COC(=O)C2CCN(S(=O)(=O)c3ccc(Cl)cc3)CC2)no1
-2.2%,2.6%,CCC(=O)NNC(=O)c1cc(=O)[nH]c2ccccc12
0.7%,-0.3%,O=C(Cc1ccccc1)Nc1ccc(I)cc1Cl
6.1%,-1.6%,Clc1ccc(N2CCN(N=Cc3ccc(Cl)c(Cl)c3)CC2)cc1
0.2%,-4.2%,NC(=O)c1ccc(-c2ccc(Br)cc2)o1
48.4%,3.1%,O=C1C(Nc2cccc(C(F)(F)F)c2)=C(N2CCCCC2)C(=O)c2ccccc21
x,5.2%,COc1ccc2c(=O)c3c(=O)n(Cc4ccco4)c(-c4ccco4)nc3oc2c1
x,0.7%,CCOC(=O)c1cnc2ccc(C)cc2c1OCc1cc(F)cc(F)c1
1.0%,0.7%,Cc1ccc(C)c(S(=O)(=O)NCc2ccccn2)c1
x,-0.2%,O=C(O)c1ccc(Sc2nnc(-c3cccc(Br)c3)o2)c([N+](=O)[O-])c1
1.1%,-1.3%,CSc1nnc(-c2ccccc2)n1C
10.6%,0.7%,COc1ccc(OC)c2sc(NC(=O)c3ccc(Br)s3)nc12
x,-3.4%,O=C(Nc1cccnc1)c1ccco1
-0.6%,-0.1%,COc1cc(C2N(C)c3ccccc3N2C)cc(OC)c1OC
x,-2.0%,COc1ccccc1NC(=O)C1=C(C)Nc2nnnn2C1c1ccccn1 (stereo not drawn)
2.7%,5.7%,O=C(CSc1ncccc1C(=O)O)Nc1ccccc1
71.5µM*,x,O=S(=O)(O)c1cccc2c(N=Nc3ccc(O)c4ncccc34)cccc12
-37.4%,-1.0%,COc1cccc(NC(=O)CSC2=C(C#N)C(c3ccco3)C3=C(CCCC3=O)N2)c1 (stereo not drawn)
-7.1%,3.2%,C=CCOC(=O)C1=C(C)NC(=O)NC1c1ccc(OC(=O)c2ccco2)c(OC)c1 (stereo not drawn)
-5.7%,3.4%,COc1cc2c(cc1OC)C(c1cccc(OC)c1OC)CC(=O)N2 (stereo not drawn)
-11.9%,-7.3%,O=C(CSc1nnc(Cc2cccs2)n1C1CCCCC1)N1CCN(C(=O)c2ccco2)CC1
x,-2.1%,COc1ccc(-n2cnc3cc(N)ccc32)cc1
-3.2%,7.4%,CCOC(=O)c1c(N)sc2c1CCS(=O)(=O)C2
-8.8%,-3.6%,CCN(Cc1ccccc1)Cc1cc(OC)cc(OC)c1
-10.6%,8.0%,CCN(CC)CC(=O)N(CC(=O)Nc1c(C)cc(C)cc1C)C1CCCCC1
-7.2%,-1.5%,CCOC(=O)C1CCN(C(c2ccc(OC)c(OC)c2)c2sc3nc(C)nn3c2O)CC1 (stereo not drawn)
x,-1.6%,CN(CC(=O)Nc1nc2ccccc2s1)S(=O)(=O)c1ccc(Br)cc1
13.3%,2.5%,O=C1NC(=S)N(c2ccccc2)C(=O)/C1=C/c1ccc(-c2ccc([N+](=O)[O-])cc2)o1
-1.9%,x,CCOC(=O)c1ccc(NC(=O)C2=C(C)Nc3nc(CCCO)nn3C2c2cccc(C)c2)cc1 (stereo not drawn)
-0.2%,-5.1%,COC(=O)N1CCN(c2ccc([N+](=O)[O-])cc2)CC1

# A second format for part of the listing above.
SMILES | Rat MKP-3 inhibitors | Hsp70 inhibitors
COc1cccc(NC(=O)CSC2=C(C#N)C(c3ccco3)C3=C(CCCC3=O)N2)c1 (stereo not drawn) | -37.4% | -1.0%
COC(=O)c1ccccc1NC(=O)CN(c1ccc(OC)c(Cl)c1)S(C)(=O)=O | -3.4% | -0.6%
O=S(=O)(O)c1cccc2c(N=Nc3ccc(O)c4ncccc34)cccc12 | 71.5µM* | x
O=C1NC(=S)N(c2ccccc2)C(=O)/C1=C/c1ccc(-c2ccc([N+](=O)[O-])cc2)o1 | 13.3% | 2.5%
Cc1ccc(C)c(S(=O)(=O)NCc2ccccn2)c1 | 1.0% | 0.7%

# Next part
Rat MKP-3 inhibitors,Hsp70 inhibitors,mol
-1.5%,-0.8%,COc1ccc(S(=O)(=O)N(CC(=O)O)Cc2ccccc2)cc1
-12.6%,1.9%,CC1=C(C(=O)N2CCCCC2)C(c2cccs2)C2=C(CCCC2=O)N1 (stereo not drawn)
-7.2%,1.0%,CC12CCC(C(=O)NCc3ccccc3)(OC1=O)C2(C)C (stereo not drawn)
-0.1%,4.4%,Cc1cccc(-c2cc(NC(=O)c3ccc(Br)cc3)n[nH]2)c1
-5.5%,-2.3%,O=C(O)CCN=C1CCCc2ccccc2N1
0.6%,-1.0%,CC(C)(Oc1ccc(CCNC(=O)c2ccc(-c3ccccc3)o2)cc1)C(=O)O
1.3%,7.6%,Cc1cc2oc(=O)cc(C)c2cc1NC(=O)COc1ccccc1C
-0.6%,-2.8%,C=CCNC(=O)/C(=C\c1ccccc1)NC(=O)c1ccc(Cl)cc1Cl
x,-2.3%,COc1ccc(C2=Nn3c(nnc3-c3ccncc3)SC2)cc1
-0.3%,-0.6%,COC(=O)CSc1nnc(CNC(=O)c2cccs2)n1-c1cc(OC)ccc1OC
-6.8%,0.3%,COc1ccc(CCNC(=O)C2CCCN2C(=O)NC2CCCCC2)cc1OC (stereo not drawn)
-0.4%,5.0%,Cc1ccc(-c2nnc(Nc3ccc4c(c3)nc(C)n4C)c3ccccc23)cc1
8.2%,1.7%,O=C(CSc1nc2c(c(=O)[nH]1)CCCC2)Nc1ccc(Cl)cc1F
0.0%,-1.9%,COCCCNS(=O)(=O)c1ccc2c(c1)CCN2C(C)=O
-0.4%,2.6%,COc1ccc(-n2c(/C=C3/C(=O)N(C)c4ccc(C)cc43)nc3ccccc3c2=O)cc1
2.7%,4.5%,CC1=C(C(=O)OCCOc2ccccc2)C(c2ccccc2[N+](=O)[O-])C2=C(CCCC2=O)N1 (stereo not drawn)
x,-1.5%,Cc1ccc(OCCCC(=O)N2CCOCC2)cc1
-4.0%,-8.0%,C=CCN(C(=O)CCC(=O)O)C1CC(=O)N(c2ccc(OC)cc2)C1=O (stereo not drawn)
2.2%,1.2%,O=C1C(=O)N(c2cccc(C(F)(F)F)c2)C(c2ccccc2[N+](=O)[O-])/C1=C(/O)c1ccccc1 (stereo not drawn)
-9.2%,-0.3%,Cc1nnc(SC(C)C(=O)Nc2ccc(S(=O)(=O)N3CCCCCC3)cc2)s1 (stereo not drawn)
-2.0%,-0.4%,COCCCNC(=O)COc1ccc(C)cc1
0.0%,4.2%,COC(=O)C1=C(C)N=c2s/c(=C\c3cccc(Br)c3)c(=O)n2C1c1ccccc1 (stereo not drawn)
2.8%,3.8%,O=C(CSc1nc(-c2ccccc2)cs1)Nc1nccs1
5.3%,2.5%,O=C(Nc1cccc(C(F)(F)F)c1)/C(=C/c1cccnc1)NC(=O)c1cccc(Br)c1
-13.7%,1.5%,COc1nc(Nc2ccc(OC)c(Cl)c2)nc(OC)n1
-8.6%,1.4%,Cc1cc(Nc2ccc(Cl)cc2)n2nnnc2n1
-0.8%,3.0%,O=C(OCC(=O)N1CCN(C(=O)c2ccco2)CC1)c1ccccc1OCc1ccc(Cl)cc1
-11.3%,x,Cc1nnc(Sc2nc3c(c(=O)[nH]c(=O)n3C)n2Cc2ccccc2)s1
x,6.0%,CCN(CC)C(=O)C(Sc1ccccc1)c1ccccc1 (stereo not drawn)
1.0%,5.5%,CCOc1ccc(NC(=O)c2cc(-c3ccc(OC)c(OC)c3)nc3ccccc23)cc1
-0.4%,1.5%,CCOC(=O)CC(NC(C)=O)c1ccc([N+](=O)[O-])cc1 (stereo not drawn)
2.8%,3.2%,Cc1ccc(OCC(=O)Nc2nccs2)c(C)c1
x,-1.5%,O=C(Oc1c(Cl)cc(Cl)c2cccnc12)c1cccs1
4.0%,1.9%,Cc1ccc(-n2c3c(cc(C(=O)NC4CCSC4=O)c2=O)C(=O)CCC3)cc1 (stereo not drawn)
48.9%,2.8%,O=C1C(Nc2cccc(Br)c2)=C(N2CCCCC2)C(=O)c2ccccc21
2.4%,-5.7%,Cc1cccc(N2CCN(C(=O)C3CCN(S(=O)(=O)c4cnc[nH]4)CC3)CC2)c1C
3.1%,3.6%,COc1cc(C(=O)NN2C(=O)/C(=C/c3ccccc3)SC2=S)ccc1O
0.2%,3.8%,Cc1c(Cl)ccc2c(N=Nc3ccccn3)c(O)[nH]c12
-4.1%,-0.6%,CC1CN(Cc2ccc(C#N)cc2Cl)CC(C)O1 (stereo not drawn)
-3.4%,1.5%,CC(=O)Nc1ncc(Cc2ccc(Cl)cc2Cl)s1
-8.0%,6.0%,CCn1c(SC(=O)NC2CCCCC2)nnc1-c1cccs1
x,-1.4%,COc1ccc(NC(=O)c2cc3c(-c4ccc(OC)c(OC)c4)nn(C)c3s2)cc1OC
-1.1%,6.4%,CCc1nn2cc(-c3ccccc3)nc2s1
x,-0.9%,Oc1ccc(-c2nc3ccccn3c2NCc2ccco2)cc1
-1.4%,0.4%,Cc1ccc(S(=O)(=O)NCCC(=O)Nc2ccc([N+](=O)[O-])cc2)cc1
x,1.3%,COC(=O)C(O)(CC(=O)Nc1cc(Cl)ccc1Cl)C(F)(F)F (stereo not drawn)
3.0%,1.3%,COc1ccccc1NC(=O)C(=O)NNC(=O)c1cccc(Cl)c1
3.0%,1.5%,CCOc1cccc(N2C(=O)/C(=C/c3cc(Br)c(O)c(OCC)c3)C(=O)NC2=S)c1
-9.6%,1.7%,COc1ccc(NC(=O)CCS(=O)(=O)c2ccc(OC)cc2)cc1
-13.4%,2.0%,CCOC(=O)c1ccc(Nc2cc(C)nc(-c3ccccc3O)n2)cc1

# Already shown: entries from further up.
Rat MKP-3 inhibitors,Hsp70 inhibitors,mol
x,1.3%,COC(=O)C(O)(CC(=O)Nc1cc(Cl)ccc1Cl)C(F)(F)F (stereo not drawn)
3.0%,1.3%,COc1ccccc1NC(=O)C(=O)NNC(=O)c1cccc(Cl)c1
3.0%,1.5%,CCOc1cccc(N2C(=O)/C(=C/c3cc(Br)c(O)c(OCC)c3)C(=O)NC2=S)c1
-9.6%,1.7%,COc1ccc(NC(=O)CCS(=O)(=O)c2ccc(OC)cc2)cc1
-13.4%,2.0%,CCOC(=O)c1ccc(Nc2cc(C)nc(-c3ccccc3O)n2)cc1

# The results go on.
Rat MKP-3 inhibitors,Hsp70 inhibitors,mol
9.3%&2.4%,1.1%&2.0%,Cc1cc(C)n(-c2ccc(N3CCOCC3)nn2)n1
-2.7%,1.7%,O=c1oc(-c2ccc(Cl)cc2Cl)nc2ccccc12
-10.0%,0.6%,COc1ccc(S(=O)(=O)N2CCN(C(=O)c3cccc(Cl)c3)CC2)cc1
-6.2%,-0.7%,CCOc1c(OC)cccc1C1CC(=O)Nc2cc(OC)c(OC)cc21 (stereo not drawn)
14.1%,x,COc1cc2ccccc2cc1C(=O)Nc1ccc(S(=O)(=O)Nc2cc(C)on2)cc1
-7.7%,-8.7%,Cc1nn(Cc2ccccc2Cl)c(C)c1C(=O)N1CCN(c2ccccc2)CC1
-13.2%&-1.6%,4.6%&-1.0%,Cc1cc(C)nc(SCC(=O)NCc2ccco2)n1
3.1%,-2.2%,CCOC(=O)c1c(NC(=O)c2ccncc2)sc(C(C)=O)c1C
1.6%,0.3%,CCOc1ccc(C(=O)Nc2cc(Cl)cc(Cl)c2)cc1Br
5.3%,2.8%,O=C(CSc1nnc(-c2ccco2)n1-c1ccccc1)NCCOc1ccccc1
-7.9%,-3.1%,COc1nc(-c2ccccc2)ccc1-c1noc(-c2ccccc2F)n1
0.8%,2.8%,CCOc1ccc(N2C(=O)CC(SC(=NCCCO)Nc3ccccc3)C2=O)cc1 (stereo not drawn)
x,3.2%,CCOc1ccc(OCCN(C)Cc2ccccc2)cc1
